From PubChem
Cav32 inh – inhibitors of human Cav3.2 T-type calcium channel; actives 4% (n = 100,000); Cav3.2-expressing cells, Fluo-4 calcium fluorescence FDSS; active compounds read low; B-score at 10 µM; AID 449739;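 active means single-dose well whose peak fluorescence ratio is a statistical outlier from its plate by either plate-standardised score or position-corrected B-score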
Active calls of the source: *.

Preview, two compounds:
SMILES	Cav32 inh
O=C1S/C(=C/c2ccc(N3CCOCC3)o2)C(=O)N1Cc1c(F)cccc1Cl	0.0248
CN1CCN(C(=O)C2=C[C@@H](c3coc4ccccc4c3=O)C[C@@H](OCc3ccc(CO)cc3)O2)CC1	-1.25

The whole of this part, from the start:
SMILES	Cav32 inh
O=C1S/C(=C/c2ccc(N3CCOCC3)o2)C(=O)N1Cc1c(F)cccc1Cl	0.0248
CN1CCN(C(=O)C2=C[C@@H](c3coc4ccccc4c3=O)C[C@@H](OCc3ccc(CO)cc3)O2)CC1	-1.25
Nc1c(Cl)cc(-c2csc(N3CCCC3c3nc4cc(Cl)c(N5CCCCC5)cc4n3CCCO)n2)cc1Cl (stereo unspecified)	2.02
COc1cccc(NS(=O)(=O)c2ccc3[nH]cc(C(=O)N(C)Cc4ccco4)c(=O)c3c2)c1	-1.17
CCOC(=O)c1ccc(NC(=O)COc2ccc(S(=O)(=O)NC(C)(C)C)cc2)cc1	-0.386
CC(c1ccccc1)n1c(NCCCn2ccnc2)nc2c1c(=O)[nH]c(=O)n2C (stereo unspecified)	0.703
COc1ccc(CCNc2c(C)c(C)nc3ncnn23)cc1	-1.27
CC(C)CCN1CC(O)=C(c2nc(-c3ccc(Cl)cc3)cs2)C1=N	0.281
Nc1nnnn1/N=C/c1cc(Cl)cc(Cl)c1OCc1ccc(Cl)cc1Cl	0.646
COC(=O)c1ccc(Cn2nc(C)cc2C)cc1	-0.362
COc1ccc(S(=O)(=O)N/N=C(/C)c2ccc(Cl)cc2)cc1	-2.18
Nc1cccnc1Sc1ccc(Cl)cc1	0.596
CCn1nc(C)c(/C=N\NC(=O)c2ccc3c(c2)OCO3)c1C	1.27
CCSC1=C(C#N)C(c2ccccc2Cl)CC(=O)N1 (stereo unspecified)	0.939
CCOC(=O)c1c(N)sc2c(NC(C)=O)cccc12	1.33
COC(=O)[C@@H]1C[C@H]2CC[C@H](O)C[C@H]2N1Cc1ccc(C)s1	1.15
Cc1occc1C(=O)N1CCN(S(C)(=O)=O)CC1	-0.205
CC(=O)C1=C(C)NC(SCC(=O)c2cc(Cl)ccc2Cl)=C(C#N)C1c1ccco1 (stereo unspecified)	-3.68*
CCOC(=O)CSc1ncc(OC)c(Sc2ccc(OC)cc2)n1	-6.59*
COC(=O)c1ccc(NC(=S)N2CCN(Cc3cccc(C)c3)CC2)cc1	-4.44*
O=S(=O)(Nc1nccs1)c1cc(Cl)ccc1Cl	-0.375
CCOC(=O)c1c(C=O)c(C)n(Cc2ccc(C)cc2)c1C	-6.13*
O=S(=O)(Nc1ncccc1O)c1ccc(Cl)cc1	0.426
CS(=O)(=O)Nc1ccccc1C(=O)NC1CC2CCC1C2 (stereo unspecified)	1.17
COc1ccc(CC(=O)OCCN(C)C)cc1	-0.0244
COc1ccc(NC(=O)C2C3CCC(C3)C2C(=O)O)cc1OC (stereo unspecified)	-0.308
c1ccc(Cn2nnnc2CN2CCN(c3ncccn3)CC2)cc1	0.415
Cc1ccc2c(n1)sc1c(-c3ccccc3)c(C#N)c(N)nc12	0.429
COc1ccc(NC(=O)c2ccccc2NC(=O)C2CCCO2)cc1 (stereo unspecified)	0.408
COCc1[nH]nc2c1C(c1cc(OC)c(O)c(OC)c1)C(C#N)=C(N)O2 (stereo unspecified)	-0.522
CC1CCCC(NS(=O)(=O)c2ccc3c(c2)OCCO3)C1C (stereo unspecified)	-1.25
NC(=O)C1(N2CCCCC2)CCN(C(=O)CSc2nc(C(F)(F)F)cc(=O)[nH]2)CC1	1.7
CN1C(=O)Cn2c1nc1ccccc12	0.0444
Cc1cc(/C=C2\SC(=S)NC2=O)c(C)n1C	-0.29
Cc1ccc(C(=O)Nc2ccccc2Oc2ccccc2)cc1[N+](=O)[O-]	-4.07*
COc1ccc(C2C(C#N)=C(N)Oc3cc(C)n(CCN4CCOCC4)c(=O)c32)cc1OC (stereo unspecified)	0.397
CCCCOC(=O)Nc1cccc(C(C)=O)c1	1
Nc1c(C(=O)Nc2ccc(F)cc2)sc2nc(-c3ccco3)ccc12	-1.04
COCCCNC(=S)NNC(=O)c1ccc2c(c1)OCO2	-0.173
COc1ccc(OC)c(-n2c(SCC(=O)Nc3cc(C)on3)nnc2-c2c[nH]c3ccccc23)c1	-2.49
Cc1nnsc1SC(C)C(=O)O (stereo unspecified)	0.0823
Cc1ccc(S(=O)(=O)N(CC(O)CN(C)C)c2ccccc2)cc1 (stereo unspecified)	1.47
Cc1csc(NC(=O)CCc2ccc(S(=O)(=O)N3CCOCC3)cc2)n1	0.933
COc1cc2cc(C(c3nnnn3C3CCCCC3)N(C)C3CCCCC3)c(=O)[nH]c2cc1OC (stereo unspecified)	-3.22
CSc1nnc2n(C)c3c(c(=O)n12)C1(CCCC1)Cc1ccccc1-3	-1.06
CN1CCc2cccc3c2[C@@H]1Cc1ccc(O)c(O)c1-3	-0.0378
Cc1cc(C)n(-c2ccc(Cl)c(C(=O)OCC(N)=O)n2)n1	0.668
CCOc1ccc(Cc2c(Cl)nc(SC)nc2OC)cc1	-0.496
CN(C(=O)C1CCOC1)c1nnc(-c2cnccn2)s1 (stereo unspecified)	0.956
COc1ccc(-c2c(C)n([O-])c(C)c(-c3ccccc3)[n+]2=O)cc1OC	0.984
CC1(C)CC(=O)CC(C2(O)C(=O)N(Cc3ccccc3)c3ccccc32)O1 (stereo unspecified)	0.978
CCOC(=O)N1CCN(C(=S)Nc2cccc(C)c2)CC1	0.593
O=C(NCc1ccc(Cl)cc1Cl)c1ccccn1	-1.59
Cc1ccc(OC(C)C)c(CN(CCO)CCO)c1	0.272
COc1ccc(/C=N/NC(=O)CC(=O)NCc2cccnc2)cc1	0.188
CC(C)CCSc1ncnc2c1oc1nc3c(cc12)COC(C)(C)C3	0.562
Cc1noc(C)c1COC(=O)c1cc(C)n(-c2ccccc2)c1C	-4.94*
O=S(=O)(c1ccc2ccccc2c1)N1CCCOC1	-0.707
Cc1ccc(C)c(Cn2nnc3c(=O)[nH]c(C(=O)NCC4CCCO4)nc32)c1 (stereo unspecified)	1.47
CCOc1ccc(Nc2ncnc3c2cnn3Cc2ccccc2)cc1	-2.66

Sorted by SMILES length (rising): 15 of the compounds above
SMILES	Cav32 inh
Cc1ccc(OC(C)C)c(CN(CCO)CCO)c1	0.272
O=S(=O)(c1ccc2ccccc2c1)N1CCCOC1	-0.707
CCOc1ccc(Cc2c(Cl)nc(SC)nc2OC)cc1	-0.496
CN(C(=O)C1CCOC1)c1nnc(-c2cnccn2)s1 (stereo unspecified)	0.956
CCOC(=O)N1CCN(C(=S)Nc2cccc(C)c2)CC1	0.593
CCOc1ccc(Nc2ncnc3c2cnn3Cc2ccccc2)cc1	-2.66
CN1CCc2cccc3c2[C@@H]1Cc1ccc(O)c(O)c1-3	-0.0378
COc1ccc(/C=N/NC(=O)CC(=O)NCc2cccnc2)cc1	0.188
Cc1noc(C)c1COC(=O)c1cc(C)n(-c2ccccc2)c1C	-4.94*
Cc1cc(C)n(-c2ccc(Cl)c(C(=O)OCC(N)=O)n2)n1	0.668
Cc1ccc(S(=O)(=O)N(CC(O)CN(C)C)c2ccccc2)cc1 (stereo unspecified)	1.47
Cc1csc(NC(=O)CCc2ccc(S(=O)(=O)N3CCOCC3)cc2)n1	0.933
CC1(C)CC(=O)CC(C2(O)C(=O)N(Cc3ccccc3)c3ccccc32)O1 (stereo unspecified)	0.978
COc1ccc(-c2c(C)n([O-])c(C)c(-c3ccccc3)[n+]2=O)cc1OC	0.984
COc1cc2cc(C(c3nnnn3C3CCCCC3)N(C)C3CCCCC3)c(=O)[nH]c2cc1OC (stereo unspecified)	-3.22

Next section.
SMILES	Cav32 inh
CN(C)CCNC(=O)c1ccc(CS(=O)(=O)c2c(Cl)cccc2Cl)o1	-0.078
COc1ccc(CCNC(=O)c2c(-c3ccccc3)noc2C)cc1OC	0.103
Cc1ccccc1OC/C(O)=C(\C#N)c1nc2ccccc2[nH]1	-0.71
O=C(Nc1cc2c(oc1=O)CCCC2=O)c1cccc(Cl)c1	0.516
CCOC(=O)N1CCN(C(=O)C2CCCN(c3nc4ccc(OCC)cc4s3)C2)CC1 (stereo unspecified)	0.64
CCCCNC(=O)[C@H](CSCc1ccccc1)N1Cc2ccccc2C1=O	-1.49
Cc1cnc2cc(Cl)c(Cl)cc2n1	-0.491
O=C(NC12CC3CC(CC(C3)C1)C2)N1CCN(S(=O)(=O)c2ccc(Cl)cc2)CC1	-7.03*
CCCc1nc2n[nH]c(N)c2c2c1COC(C)(C)C2	1.41
Cc1ccc(N2C(=O)C(c3c(C)[nH]n(-c4ccccc4)c3=O)(C(F)(F)F)C3=C2CC(C)(C)CC3=O)cc1 (stereo unspecified)	1.08
CS(=O)(=O)N(CC(=O)Nc1cccc(F)c1)Cc1ccccc1	-0.234
O=C(NC1CCCCC1)[C@H](O)[C@@H](O)C(=O)NC1CCCCC1	0.0213
COc1ccc2c(c1)cc(C)c1nnc(SCC(=O)N3CCN(C(=O)c4ccco4)CC3)n12	1.8
O=C(Nc1cccc(Cn2cccn2)c1)c1cc2c(s1)CCCC2	-3.07
COCOc1ccc(/C=C2/Oc3cc(OCOC)cc(OCOC)c3C2=O)c(OCOC)c1	-2.8
CCc1ccc(NC(=O)c2ccc3nc(N)sc3c2)cc1	-2.06
COc1ccc(C(=O)c2ccc(Cl)cc2)cc1	0.306
O=C(O)C1CCCN1S(=O)(=O)c1ccccc1 (stereo unspecified)	-0.521
Cc1cc(NC(=O)CSc2nc3c(c(-c4cccnc4)c2C#N)CCC3)no1	-0.539
COc1ccc2c(c1)c1ncn(CCc3ccccc3)c(=O)c1n2C	-1.37
Cc1ccc(NC(=O)CSCc2c(C)noc2C)cc1C	0.448
O=C(Nc1cc(C(F)(F)F)ccc1N1CCOCC1)C1Cc2ccccc2CN1C(=O)c1ccco1 (stereo unspecified)	-8.81*
CCOC(=O)CC(=O)CSc1nc2nc(C)cc(C)n2n1	1.79
O=[N+]([O-])c1ccc(Cl)c(/C=N/N2CCN(Cc3ccccc3Cl)CC2)c1	-1.72
O=C1c2ccccc2C(=O)N1CCC(=O)N1CCCc2ccccc21	0.454
Cc1noc(C)c1COC(=O)COc1cccc2c1OC(C)(C)C2	0.0403
Cc1cccc(NC(=S)N/N=C/c2cccc([N+](=O)[O-])c2)c1	-0.917
CC1CCCCC1NC(=O)COC(=O)c1ccc(S(=O)(=O)NCc2ccco2)cc1 (stereo unspecified)	0.248
CCOC(=O)c1ccc(Nc2nnc(C(C)(C)C)c(=O)[nH]2)cc1	-1.94
O=C(Cn1[nH]c(=O)c2ccccc2c1=O)OCC(=O)N(Cc1ccccc1)Cc1ccccc1	-4.42*
O=c1[nH]c(CS(=O)(=O)c2ccccc2)nc2ccccc12	-0.0205
CN=C(Nc1ccccc1OC)SC1CC(=O)N(c2ccc(C(=O)OC)cc2)C1=O (stereo unspecified)	-0.0222
Cc1onc(-c2ccccc2)c1C(=O)Nc1sc2c(c1C#N)CCC2	-1.9
N#Cc1c(Cl)nc(SCc2ccccc2)nc1-c1ccccc1	-3.08
CC(C)=CCCC(C)NC(=O)NC1CCCCC1 (stereo unspecified)	1.36
Cc1cnc(NC(=O)CSc2nnc(C)s2)s1	0.477
O=C(CCN1CCCCC1)NCNC(=O)CCN1CCCCC1	0.405
COc1ccc2[nH]c(=O)c(CNc3ccc(C)c(C)c3)cc2c1	-2.25
CC(=O)Nc1ccccc1OCc1nnc(-c2cccs2)o1	0.0172
O=C(c1cc(-c2cccs2)on1)N1CCCc2ccccc21	-2.86
COc1ccc(Cc2nnc(NS(C)(=O)=O)s2)cc1	-0.126
O=C(COC(=O)C1CC1)c1c[nH]c2ccccc12	0.766
O=C(CSCc1ccco1)c1ccc(Cl)s1	-0.217
Cc1cc(C)n2c(SCc3c(C)noc3C)nnc2n1	-0.0277
O=C(NCc1cccs1)N[C@@H](Cc1ccccc1)C(=O)O	-0.364
O=C(NC(NCc1ccccc1)C(Cl)(Cl)Cl)c1cccnc1 (stereo unspecified)	0.681
CC(=O)NC(=S)Nc1ccc(-c2nc3ccc(C)cc3s2)cc1	0.741
COc1cccc(CN2CCN(c3cccc(C(F)(F)F)c3)CC2)c1OC	-1.01
Cc1ccc(S(=O)(=O)NC(Cc2c[nH]c3ccccc23)C(=O)O)cc1 (stereo unspecified)	-0.269
CCOC(=O)c1cccc(NS(=O)(=O)c2c(C)[nH]c(=O)[nH]c2=O)c1	0.824
CC(c1nc2ccccc2o1)N1C(=O)c2ccccc2C1=O (stereo unspecified)	-0.159
CCOC(=O)c1c(C)[nH]c(C(=O)OCC(=O)Nc2ccc(OC)c(Cl)c2)c1C	-1.61
Cc1ccc(CN2CCNC2=O)cc1	-0.125
CCCCC(=O)NC(=S)Nc1cccc(NC(=O)CC)c1	-0.00184
O=C(Nc1ccccc1C(=O)N1CCOCC1)C1COc2ccccc2O1 (stereo unspecified)	-0.0257
COC(=O)C(C(=O)OC)C(C(=O)OC)C(C(=O)OC)C(=O)OC	0.232
Cc1cc(NC(=O)CCC(=O)N(Cc2ccco2)C(C(=O)NC2CCCCC2)c2ccccc2)no1 (stereo unspecified)	-4.4*
O=C(Nc1ccccc1Cl)c1ccc(S(=O)(=O)N2CCOCC2)cc1	-0.23
O=c1c(Cc2ccc(Cl)cc2Cl)c(O)ccn1Cc1ccc(Cl)cc1	-2.42
CC(=O)N1CCC(=NNS(=O)(=O)c2cccc([N+](=O)[O-])c2)CC1	0.284
(further entries)
SMILES	Cav32 inh
CCn1cc(Br)c(C(=O)Nc2ccc(Cl)c(Cl)c2)n1	0.292
COc1ccc([C@H]2/C=C\CN(C(=O)c3ccccc3)[C@@H](C)C(=O)N2Cc2ccc(F)cc2)cc1	-0.879
CCCCCCNC(=O)N1C/C=C\C(c2ccc(OC)cc2)N(Cc2ccc(F)cc2)C(=O)C1 (stereo unspecified)	-0.119
O=C(CSCc1c(Cl)cccc1Cl)Nc1ccc2c(c1)OCO2	-1.89
CCOc1ccc(S(=O)(=O)N2CCN(c3ccccc3)CC2)c2cccnc12	-2.03
CC(=O)Nc1cccc(N2CCCC2=O)c1	-0.00446
CC(C)(C)c1cc(NC(=O)c2cccnc2)no1	-1.25
CCOc1ccc(NC(=O)COC(=O)Cn2cnnn2)cc1OCC	0.133
CCOC(=O)c1ccc(NC(=O)Nc2cc(C)on2)cc1	-1.63
CCOC(=O)c1cccc(NC(=O)C2CCN(S(=O)(=O)c3cnc[nH]3)CC2)c1	0.722
CC1(C)NC(=O)N(CC(O)COc2ccccc2C(=O)N2CCCCC2)C1=O (stereo unspecified)	0.46
CCOC(=O)N1CCC(NC(=O)CC(NS(=O)(=O)c2ccc(C)cc2)c2ccco2)CC1 (stereo unspecified)	-0.00201

The list is partial, so the mix of outcomes need not match the whole.
